RAM network inh – inhibitors of the yeast RAM network. hit rate 1.8% among 190,000. S. cerevisiae dse1pr::URA3 reporter, 5-FOA growth OD615, 2 d; analog-sensitive cbk1-as2 kinase mutant strain. inhibition, % at 50 µM;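 active means inhibition above a set limit, 3 SD over mean compound inhibition, cut at about 8.4% in these data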;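 further: 0% = DMSO-only wells with no growth and 100% = 10 µM 1-NA-PP1 full growth; inhibition rescues growth on 5-FOA so higher OD means more RAM inhibition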
PPARg SRC-3 ag – PPARgamma-driven SRC-3 recruitment agonism | biochemical PPARgamma/SRC-3 coactivator recruitment assay | activation, % at 8 µM | hit rate 0.26% among 200,000; in the data active means activation above about 23%;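 further: 0% = DMSO and 100% = reference agonist; some compounds past the cut are filed as inactive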
Target sequence (P37231 whole entry, looked up): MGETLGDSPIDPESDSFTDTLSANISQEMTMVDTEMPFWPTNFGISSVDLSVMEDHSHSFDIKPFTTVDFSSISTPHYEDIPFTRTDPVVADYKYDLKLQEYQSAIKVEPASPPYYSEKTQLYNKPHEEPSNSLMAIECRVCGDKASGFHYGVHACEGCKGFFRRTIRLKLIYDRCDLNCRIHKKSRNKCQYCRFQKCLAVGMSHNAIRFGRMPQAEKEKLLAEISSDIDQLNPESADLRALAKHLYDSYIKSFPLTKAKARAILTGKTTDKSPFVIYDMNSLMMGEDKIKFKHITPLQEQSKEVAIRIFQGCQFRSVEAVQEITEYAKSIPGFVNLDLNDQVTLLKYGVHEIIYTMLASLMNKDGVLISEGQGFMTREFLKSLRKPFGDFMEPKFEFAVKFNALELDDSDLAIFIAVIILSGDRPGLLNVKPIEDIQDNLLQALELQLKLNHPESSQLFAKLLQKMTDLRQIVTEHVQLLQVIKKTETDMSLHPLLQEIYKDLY
STAT3 act – increases IL-6 driven STAT3 reporter signal; U3A cells, IL-6 STAT3-luciferase reporter, luminescence; 100% = signal with IL-6 EC80 alone; activation (% of control), % at 5.6 µM; hit rate 0.91% among 190,000; AID 871;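 active means activation above the screen-wide mean of compound activation plus 3 SD, cut at about 130% in these data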;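 further: 0% = background luminescence of wells with medium and substrate only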
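Test system: Human STAT1-deficient U3A cells with stable STAT3-luciferase reporter | Also added: Interleukin-6, 33 ng/mL | Timing: Compound pre-incubation 1 h before IL-6, then 6 h stimulation at 37 °C | Technique: Luciferase reporter luminescence | Read-out: Percent of IL-6-only median luminescence | Benchmarks: IL-6-only wells as 100% reference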
TLR4-MyD88 BLA – inhibitors of human TLR4-MyD88 binding; HeLa CL3-4 TLR4/MyD88 BLA complementation, FRET ratio; O00206+Q99836; AID 861; hit rate 0.18% among 200,000; inhibition, % at 8.4 µM; in the data active means inhibition above about 25%;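 further: 0% = vehicle and 100% = reference inhibitor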
STAT1 blocker – inhibitors of IFN-gamma induced STAT1 signaling. NIH 3T3 STAT1-luciferase reporter, luminescence. inhibition, % at 5.5 µM. hit rate 0.35% among 200,000. AID 920;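 active means inhibition above a set limit, the mean inhibition across all tested compounds plus 3 SD, cut at about 34% in these data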;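 further: 0% = IFN-gamma with DMSO and 100% = IFN-gamma with 300 µM nifuroxazide; values of inactives mirror those of a sister screen read the other way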
STAT3 blocker – reduces IL-6 driven STAT3 reporter signal; hit rate 0.89% among 190,000; inhibition, % at 5.5 µM; U3A cells, IL-6 STAT3-luciferase reporter, luminescence; host cell line lacks STAT1; AID 862;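 active means inhibition above the mean inhibition across all screened compounds plus 3 SD, cut at about 44% in these data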;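 further: 0% = DMSO only wells and 100% = 100 µM nifuroxazide control wells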
ROMK mod – modulates human ROMK potassium channel activity; P48048; Tet-inducible ROMK, thallium flux fluorescence; actives lie on both sides; B-score at 10 µM; hit rate 2% among 130,000;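 active means signal ratio slope over the read window, or its plate-corrected B-score, at least 3 SD from the plate mean, either direction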;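 further: B-score of the F/F0 ratio slope over 7 to 12 s after thallium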
Target sequence (P48048 whole entry, looked up): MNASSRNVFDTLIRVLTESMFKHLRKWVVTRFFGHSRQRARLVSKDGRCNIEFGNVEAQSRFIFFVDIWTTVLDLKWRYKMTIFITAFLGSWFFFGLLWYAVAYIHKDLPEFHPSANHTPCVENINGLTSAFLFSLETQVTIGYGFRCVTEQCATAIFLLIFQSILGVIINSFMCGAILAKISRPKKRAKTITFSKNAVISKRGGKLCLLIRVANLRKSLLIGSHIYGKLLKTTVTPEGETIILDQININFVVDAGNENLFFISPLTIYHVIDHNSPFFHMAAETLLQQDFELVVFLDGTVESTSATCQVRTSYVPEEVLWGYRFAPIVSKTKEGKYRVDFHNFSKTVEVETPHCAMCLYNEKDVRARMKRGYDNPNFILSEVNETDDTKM
S1P3 antagonist – S1P3 (human) receptor antagonism; Q99500; CHO S1P3 NFAT-BLA reporter, FRET fluorescence, antagonist mode; inhibition, % at 4.98 µM; hit rate 0.27% among 170,000; AID 485;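 active means inhibition above the plate cutoff, the mean inhibition of test wells on that plate plus 3 SD, cut at about 28% in these data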;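 further: cells challenged with S1P at its EC80 of 0.8 µM; blue over green emission ratio from cleaved BLA substrate after 4 h stimulation; 0% = S1P-stimulated wells and 100% = unstimulated DMSO-only wells; some compounds past the cut are filed as inactive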
PPARg SRC2 recr – PPARgamma-driven SRC-2 recruitment agonism | hit rate 0.34% among 200,000 | PPARgamma LBD-SRC-2 recruitment, biochemical | activation, % at 8 µM; in the data active means activation above about 22%;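 further: 0% = vehicle and 100% = reference agonist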
PPARg SRC1 recr – agonists of human PPARgamma SRC-1 coactivator recruitment. P37231. PPARgamma-SRC-1 coactivator recruitment biochemical assay. activation, % at 8 µM. hit rate 0.41% among 200,000. AID 631; in the data active means activation above about 19%;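 further: 0% = DMSO and 100% = reference agonist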
SRC2 TRFRET art – flags TR-FRET format artefacts in PPARgamma SRC-2 recruitment agonist screen; TR-FRET ratio at 8 µM; AID 1049; hit rate 0.4% among 200,000; TR-FRET artefact counter-screen; active compounds read high; in the data active means TR-FRET ratio above about 2000; further: inactives centre near 1500
The depositor's hits bear a star; . = no result given.

SMILES | RAM network inh | PPARg SRC-3 ag | STAT3 act | TLR4-MyD88 BLA | STAT1 blocker | STAT3 blocker | ROMK mod | S1P3 antagonist | PPARg SRC2 recr | PPARg SRC1 recr | SRC2 TRFRET art
Cc1onc(-c2c(F)cccc2Cl)c1C(=O)OCC(=O)NC(=O)NCC(C)C | 2.7 | 0.8 | 97.0 | 7.0 | 15.2 | 5.6 | 0.0214 | 4.2 | 5.3 | 2.1 | 1517
CN1C(=O)C(=C2CCCCCC2)SC1=S | 1.4 | -3.5 | 104.6 | 7.1 | 0.9 | 2.0 | 0.392 | 9.7 | 0.5 | 0.2 | 1445
COCCn1c(Cc2cccn2C)nnc1SCC(=O)Nc1nccs1 | -0.4 | 4.2 | 99.5 | -9.3 | 6.9 | 11.8 | -0.191 | -5.6 | -3.9 | 8.2 | 1645
Cc1[nH]c(=O)[nH]c(=O)c1/C=N/NC(=O)[C@H](CC(C)C)NC(=O)OC(C)(C)C | 1.1 | 2.0 | 98.2 | 1.1 | 6.8 | 11.0 | . | . | 2.5 | 6.2 | 1592
COc1ccc(C2CC(c3cccs3)=NN2C(=O)CSc2nncn2C)cc1OC (stereo unspecified) | 0.7 | 0.9 | 92.5 | -11.1 | 7.1 | 9.2 | 0.148 | 2.4 | 14.2 | 1.9 | 1537
COc1ccc(F)c(C2C(C#N)=C(N)Oc3n[nH]c(C(C)(C)C)c32)c1 (stereo unspecified) | 4.3 | 7.4 | 92.4 | 2.0 | 11.7 | 12.7 | . | -15.6 | -4.5 | 2.4 | 1510
COc1ccc(-n2c(=O)c3ccccc3n(CC(=O)Nc3ccccc3OC)c2=O)cc1 | 1.5 | 0.0 | 96.1 | -6.5 | 0.4 | 6.1 | -0.294 | 5.3 | 1.9 | 3.7 | 1536
O=C(COC(=O)CCC(=O)Nc1nccs1)NCc1ccco1 | 1.2 | 10.3 | 96.4 | -0.2 | 7.4 | 12.9 | . | 0.0 | 2.7 | 4.3 | 1605
O=C(OCC(=O)N1CCCCCC1)c1cccs1 | 0.9 | -8.4 | 112.3 | -11.8 | -26.6 | -10.5 | . | -21.2 | 7.7 | -1.7 | 1431
COC(=O)N/N=C1\CCCc2c(C)cc(C)cc21 | 1.6 | 1.9 | 81.7 | 5.9 | -3.0 | 23.6 | . | -2.6 | -5.6 | 2.9 | 1545
CN(CC(=O)N1CCc2ccccc21)S(=O)(=O)c1cccc2cccnc12 | 3.9 | 3.5 | 111.9 | -10.7 | 1.9 | -9.7 | . | 5.2 | 8.8 | 4.2 | 1691
Cc1c(Br)c([N+](=O)[O-])nn1C(C)C(=O)NCC1CCCO1 (stereo unspecified) | 0.9 | 3.0 | 101.3 | -26.5 | 5.3 | 5.6 | . | 2.1 | 11.5 | 5.3 | 1616
CCOc1ccccc1NC(=O)COC(=O)C(CC(C)C)N1C(=O)C2CC=CCC2C1=O (stereo unspecified) | 0.6 | 5.1 | 110.2 | 0.2 | -7.3 | -17.2 | . | 12.2 | 4.2 | -2.9 | 1609
CC(C)Cc1csc(NC(=O)c2ccc(Cl)cc2)c1C(=O)O | 5.5 | 2.7 | 85.8 | 0.6 | 2.2 | 13.3 | . | 3.3 | 11.4 | 2.1 | 1681
O=C(CSC1=NC(=O)C(c2ccccc2)C(=O)N1)Nc1ccccc1Cl (stereo unspecified) | 3.0 | -0.2 | 109.9 | 0.1 | 10.0 | -5.1 | 0.815 | . | 1.0 | 9.5 | 1311
CCn1c(CS(=O)Cc2ccc(Cl)cc2Cl)nnc1SCc1c(Cl)cccc1Cl (stereo unspecified) | 6.4 | 3.8 | 86.5 | -3.2 | 13.8 | 22.0 | . | . | -9.2 | 8.3 | 1616
CCOC(=O)C1CCCN(C(=O)c2cn(C)c3ccc(S(=O)(=O)N(C)C)cc3c2=O)C1 (stereo unspecified) | 1.8 | 0.7 | 102.8 | -12.6 | -5.0 | 5.7 | . | 2.1 | -0.3 | 2.3 | 1609
COc1ccc(N/C=C2/CCCCC2=O)cc1 | -1.2 | 6.7 | 88.9 | 9.8 | -21.1 | 17.6 | . | 22.0 | -3.9 | -1.4 | 1527
C#CCOCCOCCOCCNc1nc(N2CCOCC2)nc(N2CCN(C(=O)Cn3cc(CCCN=C(N)N)nn3)CC2)n1 | -0.8 | 0.8 | 104.5 | -11.9 | 10.1 | -8.2 | 0.357 | -4.0 | 13.9 | 0.3 | 1538
O=C(COC(=O)CCc1c[nH]c(=O)[nH]1)Nc1ccccc1 | 0.6 | -3.2 | 103.1 | 2.6 | -3.4 | 1.7 | . | -14.9 | 1.1 | -8.7 | 1502
CCC(CC)C(=O)NCCc1cc2ccc(OC)cc2[nH]c1=O | 2.8 | 8.6 | 101.4 | 4.2 | -6.1 | 2.1 | . | 1.8 | 3.5 | 3.0 | 1708
Cc1ccc(Cn2c([N+](=O)[O-])cnc2C)cc1 | 1.1 | 1.0 | 94.1 | 3.2 | 14.8 | 10.5 | 0.373 | -9.9 | 0.7 | 2.4 | 1661
O=[N+]([O-])c1ccc(O)c2cccnc12 | -0.7 | 4.8 | 101.3 | 5.2 | -20.3 | 2.4 | -0.227 | 7.0 | 11.1 | 4.3 | 1677
O=C1N(Cc2cccc(Cl)c2)C[C@@H]2C[C@@H](c3cccn3-c3nccs3)N3CCC[C@@]123 | 5.2 | 4.4 | 104.0 | 0.4 | 2.6 | -0.2 | -1.01 | 10.2 | -2.9 | 6.4 | 1621
O=C(Nc1ccc(S(=O)(=O)N2CCc3ccccc32)cc1)c1ccco1 | 2.7 | 7.4 | 100.7 | -0.8 | -1.5 | 1.8 | -0.036 | 8.9 | 0.4 | 7.4 | 1733
COc1ccc2cc3c(N)nn(C(=O)c4ccccc4[N+](=O)[O-])c3nc2c1 | 5.8 | -0.4 | 107.4 | 6.4 | -4.6 | -4.8 | 1.69 | 17.7 | 6.5 | 6.6 | 1341
CCCCCn1nnc2c(=O)oc3ccccc3c21 | 0.7 | -2.7 | 105.5 | 6.2 | -9.0 | -3.0 | . | -13.3 | 0.3 | 2.7 | 1389
COc1ccccc1C1(O)CCN(CC(=O)Nc2nc(-c3ccccc3)cs2)CC1 | -0.4 | -1.5 | 97.0 | -10.7 | -6.8 | 7.9 | -0.837 | -4.6 | -5.3 | -7.0 | 1309
O=C(Nc1ccc2c(c1)OCCO2)c1ccc(Cl)c([N+](=O)[O-])c1 | 2.2 | 1.6 | 92.2 | -12.4 | -5.0 | 7.1 | -0.00176 | -1.2 | -1.0 | 6.0 | 1572
COc1ccc(/C=C/C(=O)N(C(C)C)C(C)C)cc1Br | 3.4 | 1.9 | 96.9 | 0.9 | -3.4 | 12.4 | . | . | 1.6 | -3.1 | 1719
Cc1cc(C(=O)Nc2ccccc2)c(C)o1 | -0.6 | 6.1 | 96.5 | 7.7 | -8.0 | 11.3 | 0.559 | . | 2.1 | -0.3 | 1438
C#CC[N+](C)(C)CCCCCCCC | 0.3 | 2.7 | 92.0 | -4.8 | 6.8 | 12.6 | 0.828 | -6.1 | 4.3 | 6.6 | 1515
Nc1nonc1C(=O)NCCNS(=O)(=O)c1ccc(F)cc1 | 0.7 | -0.2 | 113.1 | -0.5 | 0.8 | -18.9 | 0.0576 | -7.7 | -3.4 | 4.3 | 1449
COc1ccc(NC(=O)CSc2nc3c([nH]c4ccccc43)c(=O)n2C)cc1 | 7.1 | 1.1 | 135.4* | -22.9 | 14.4 | -28.1 | 0.94 | -7.1 | 9.4 | -1.6 | 1555
Cc1sc(NC(=O)CSc2ncn(-c3ccccc3)n2)nc1-c1ccccc1 | 3.2 | -11.2 | 87.3 | 0.4 | -1.6 | 16.6 | . | . | 6.8 | 9.1 | 1537
COc1ccc(C(=O)N2c3ccccc3CC2C)cc1OC (stereo unspecified) | -0.8 | 10.3 | 108.4 | -2.9 | 2.6 | -5.9 | . | 2.0 | -2.2 | -6.9 | 1569
COc1ccc(N2CCN(C(CNS(=O)(=O)c3ccc4c(c3)OCCO4)c3ccco3)CC2)cc1 (stereo unspecified) | -1.4 | -2.1 | 79.6 | -6.5 | 10.6 | 27.3 | . | -18.5 | 4.0 | 8.4 | 1554
Cc1c(C(=O)OCC(=O)Nc2ccccc2OC(F)F)cccc1[N+](=O)[O-] | 5.2 | -1.9 | 90.2 | -9.4 | 3.6 | 12.0 | 0.177 | 6.9 | 4.3 | -3.1 | 1565
c1ccc(CSc2ncnc3c2oc2ccccc23)cc1 | . | 84.4* | 86.9 | 0.4 | -1.6 | 18.6 | -0.099 | . | 62.0* | 59.3* | 2898*
O=C(O)c1cnc2ccccc2n1 | 1.1 | 10.8 | 97.6 | 6.7 | 2.8 | 10.3 | 0.414 | 5.7 | -1.3 | 4.2 | 1777
CC(C)(C)c1ccc(CN(Cc2ccco2)Cc2nnnn2C2CCCC2)cc1 | 7.3 | -8.7 | 111.9 | -2.0 | 5.6 | -11.8 | . | . | -2.2 | -2.5 | 1359
CCn1c(CC(=O)Nc2ccc(C)cc2)nnc1SCC(=O)NCCc1ccccc1 | 4.5 | 12.1 | 97.5 | 2.0 | -13.1 | 6.6 | . | . | -1.2 | 6.4 | 1592
Cc1ccc(NC(=O)ON=C2CCCC2)cc1 | -0.1 | 7.1 | 103.5 | -11.3 | -33.3 | -3.8 | 0.106 | -13.9 | 9.9 | -0.1 | 1532
NC1=NC(=O)S/C1=C\c1ccc(O)cc1 | 2.9 | 2.5 | 95.2 | -13.3 | -1.6 | 3.3 | 0.0174 | -2.8 | -8.6 | 4.3 | 1632
Cc1oc(-c2ccc3c(c2)OCCO3)cc1C(=O)NC(Cc1ccccc1)C(=O)O (stereo unspecified) | 7.3 | 3.5 | 99.8 | -20.3 | 1.9 | 5.3 | . | -3.9 | 3.1 | 8.3 | 1589
CCN(CC)C(=O)c1cc(Cl)ccn1 | 1.2 | 4.3 | 113.0 | -45.3 | -10.7 | -5.2 | 0.287 | 0.0 | -3.5 | 5.0 | 1516
Cc1c(C(=O)Nc2ccc(Cl)cc2)c2ccccn2c1C(=O)c1ccc(F)cc1 | 1.9 | -13.1 | 101.9 | 6.7 | -1.7 | 5.4 | 0.512 | . | 0.1 | -2.5 | 1541
CC(Cl)C(=O)Nc1cc(C(F)(F)F)ccc1N1CCOCC1 (stereo unspecified) | -0.5 | -1.1 | 107.9 | -1.5 | 4.2 | -5.5 | 0.214 | -18.4 | -0.6 | -0.3 | 1423
O=c1[nH]c(SCc2cccc(Cl)c2)nc2[nH]ncc12 | 2.4 | 0.7 | 97.4 | -6.4 | 0.7 | 11.2 | -1.2 | -20.1 | 4.9 | 1.5 | 1498

Assay outcomes deposited in PubChem BioAssay by several laboratories.
